PRMT1 inh: PRMT1 (human) inhibition, primary screen; 370,000 tested, 1.3% active; inhibition, % at 2.79 µM; recombinant PRMT1, activity-based probe fluorescence polarization; AID 652257; Q99873;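 active = inhibition above about 21% made by adding two undisclosed values, limit read from the data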
NR1D1 modulator: modulators of human Rev-erb alpha DNA binding. activity, % at 10 µM. Rev-erbα–FITC-DNA binding, fluorescence polarization, 90 min. 370,000 tested, 0.79% active. P20393;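 active = activity above about 14%, limit read from the data; passing the limit was not always enough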;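 note: 0% = DMSO wells with 35 nM protein and 100% = DMSO wells with 750 nM protein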
LEDGF integ inh: blocks HIV-1 LEDGF/p75-dependent DNA integration. inhibition, % at 3.7 µM. 370,000 tested, 0.64% active. TR-FRET IN-LEDGF/p75 DNA integration, Eu/Cy5;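 active = inhibition above the screen-wide mean plus 3 SD, cut at about 13% in these data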;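 note: signal is the Cy5 over europium emission ratio at 671 and 618 nm; 0% = plate median of compound wells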
mABHD4 FP: ABHD4 (mouse) inhibition, primary FP screen | Q8VD66 | 370,000 tested, 0.54% active | purified mABHD4, FP-Rh probe fluorescence polarization | inhibition, % at 8.92 µM;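 active = inhibition exceeding the mean over every tested compound plus 3 SD, cut at about 30% in these data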;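 note: 0% = plate median of compound wells and 100% = S159A mutant with DMSO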
Target sequence (Q8VD66 whole entry, looked up): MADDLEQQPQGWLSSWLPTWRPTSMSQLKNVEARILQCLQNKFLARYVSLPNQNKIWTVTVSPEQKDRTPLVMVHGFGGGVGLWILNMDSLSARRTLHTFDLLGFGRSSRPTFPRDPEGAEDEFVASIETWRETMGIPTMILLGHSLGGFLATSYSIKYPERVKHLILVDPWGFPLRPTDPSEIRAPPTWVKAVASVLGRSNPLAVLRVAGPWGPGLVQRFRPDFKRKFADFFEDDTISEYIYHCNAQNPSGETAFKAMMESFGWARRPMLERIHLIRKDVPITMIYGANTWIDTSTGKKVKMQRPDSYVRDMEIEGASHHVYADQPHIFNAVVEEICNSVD
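Assay system: mouse ABHD4 enzyme, wild type / Also added: fluorescent activity-based probe FP-Rh / Doses: single nominal dose of 8.92 µM, 0.89% DMSO final / Timing: 45 min compound pre-incubation plus 60 min probe step, 25 °C / Signal: FP readout, ex 525 nm / em 598 nm / Control set: S159A mutant/DMSO as 100%, compound-well median as 0%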
rCAG binder: molecules binding r(CAG) RNA repeats. r(CAG) RNA repeat, TO-PRO-1 dye displacement fluorescence. inhibition, % at 3 µM. 370,000 tested, 1.3% active. AID 651821;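 active = inhibition above the plate cutoff, the mean of all test compounds on that plate plus 3 SD, cut at about 35% in these data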;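 note: 0% = DMSO alone and 100% = 100 µM mitoxantrone as full dye displacement; higher means more dye released from RNA so lower well fluorescence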
PG9 Ab binder: PG9 antibody binding by small molecule; 360,000 tested, 0.43% active; AID 624416; inhibition, % at 6.7 µM; TR-FRET gp120-PG9 antibody binding; in the data active = inhibition above about 8.5%
SIAE primary: blocks human sialic acid acetylesterase; Q9HAT2; SIAE FP-Rh probe binding, fluorescence polarization; inhibition, % at 9.66 µM; 370,000 tested, 0.69% active; AID 1053197;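 active = inhibition above a cutoff: mean of compounds within the control limits plus 3 SD of those, cut at about 17% in these data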;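 note: 0% = plate median of compound wells and 100% = probe without SIAE protein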
Target sequence (Q9HAT2 whole entry, looked up): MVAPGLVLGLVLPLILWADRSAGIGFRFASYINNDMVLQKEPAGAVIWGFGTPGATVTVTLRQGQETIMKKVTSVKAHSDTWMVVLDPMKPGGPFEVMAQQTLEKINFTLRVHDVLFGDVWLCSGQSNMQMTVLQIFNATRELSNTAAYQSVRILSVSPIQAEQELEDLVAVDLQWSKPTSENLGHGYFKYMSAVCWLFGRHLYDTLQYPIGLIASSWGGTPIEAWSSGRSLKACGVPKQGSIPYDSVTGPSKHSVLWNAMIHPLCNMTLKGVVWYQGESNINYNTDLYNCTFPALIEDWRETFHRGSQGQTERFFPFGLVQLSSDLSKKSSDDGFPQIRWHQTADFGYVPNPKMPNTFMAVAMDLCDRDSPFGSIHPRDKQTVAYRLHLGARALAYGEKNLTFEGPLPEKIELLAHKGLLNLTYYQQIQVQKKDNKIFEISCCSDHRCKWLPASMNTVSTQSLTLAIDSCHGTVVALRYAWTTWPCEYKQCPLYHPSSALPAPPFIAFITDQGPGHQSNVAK
HTRA1 inh: inhibitors of human serine peptidase HTRA1; Q92743; recombinant HTRA1, FP-rhodamine activity-based probe, fluorescence polarization; inhibition, % at 5.96 µM; 340,000 tested, 0.5% active; AID 504803; in the data active = inhibition above about 36%;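 note: 0% = enzyme with DMSO and 100% = wells lacking enzyme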
TDP2 absorb: blocks human TDP2 phosphodiesterase activity; AID 720702; O95551; recombinant TDP2, T5PNP hydrolysis, p-nitrophenol absorbance 415 nm; 370,000 tested, 0.34% active; inhibition, % at 12.8 µM;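 active = inhibition above the mean of all tested compounds plus 3 SD, set per campaign, cut at about 25% in these data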;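 note: 0% = DMSO with enzyme and 100% = buffer with substrate but no TDP2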
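Test system: human TDP2 enzyme; Input: 120 nM TDP2 per well; Buffer or medium: Mg2+-containing Tris-HCl buffer, pH 7.5; Reagent: 5 mM T5PNP; Dosing: 12.8 µM single point, 1% DMSO; Incubation: reaction 2 h, 37 °C; Detection: p-Nitrophenol epi absorbance; Read-out: % inhibition relative to enzyme-containing and enzyme-free wells; Replicates: single well per compound.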
TCR-CD3 inh: inhibitors of human TCR-CD3 interaction. TAMRA-labeled TCR probe fluorescence, biochemical. 360,000 tested, 0.37% active. inhibition, % at 9.4 µM; in the data active = inhibition above about 19%;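 note: recombinant mutant TCR 2C K166C tagged with TAMRA read by polarization; 0% = receptor in buffer alone and 100% = receptor with positive control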
* hit, by the source's call; . = no result given.

SMILES | PRMT1 inh | NR1D1 modulator | LEDGF integ inh | mABHD4 FP | rCAG binder | PG9 Ab binder | SIAE primary | HTRA1 inh | TDP2 absorb | TCR-CD3 inh
Cc1cccc(NC(=O)NCCCN2CCN(c3ccc(F)cc3)CC2)c1 | -4.0 | -0.1 | 4.2 | 6.4 | 0.4 | . | -2.4 | . | 1.1 | .
COc1ccc(NC(=O)Nc2nnc(N3CCCCC3C)s2)cc1OC (stereo not given) | -2.8 | -2.5 | 6.0 | 4.8 | 9.9 | -1.5 | -0.5 | 7.9 | -12.5 | 0.2
COc1ccccc1-c1c(C)nn2c(N)c(-c3ccccc3)cnc12 | 3.9 | -0.7 | -8.2 | 14.0 | -1.9 | 1.8 | 10.7 | -3.2 | 1.4 | -3.0
O=S(=O)(NNc1ncc(C(F)(F)F)cc1Cl)c1ccccc1 | 3.6 | 3.5 | 0.6 | -1.6 | -0.5 | -1.7 | -8.2 | 0.6 | -7.2 | 0.1
COc1ccc([N+](=O)[O-])cc1/C=N/NC(=O)CNC(=O)c1cccc(F)c1 | 0.9 | -3.9 | -7.1 | -0.3 | 5.4 | -1.4 | 5.3 | 4.9 | -0.6 | -4.1
O=C(c1ccco1)N1CCN(C(=O)c2cnn(-c3ccc(F)cc3)c2-n2cccc2)CC1 | 0.5 | -3.2 | -2.0 | 7.5 | -0.3 | 0.6 | -6.5 | 0.3 | -7.4 | 8.6
O=C(CCCn1c(=O)c2sccc2n(CC(=O)NCc2ccco2)c1=O)NCc1ccco1 | 2.5 | 3.9 | 5.7 | -3.6 | 5.5 | 0.4 | -0.4 | 11.3 | 7.6 | 4.1
O=C(Nc1ccc(CN2CCCCC2)cc1)c1sc2ccccc2c1Cl | -2.1 | 3.4 | 0.6 | -2.2 | 11.3 | -3.1 | -2.8 | 4.0 | -14.3 | 9.7
C=CCNc1sc(C(=O)c2ccccc2)c(N)c1C#N | 4.6 | 1.3 | 2.5 | 14.4 | -4.3 | -1.0 | 3.4 | -3.5 | -9.9 | -5.0
CC(=O)Nc1ccc(S(=O)(=O)c2ccc(N)cc2)cc1N | 4.0 | -4.4 | -1.4 | 1.1 | -1.1 | 0.1 | -1.5 | -6.8 | -2.4 | -2.4
S=C(Nc1ccc2c(c1)OCO2)Nc1ccc2c(c1)OCO2 | 8.8 | 10.2 | -3.5 | 8.5 | 2.2 | -1.0 | 6.9 | 5.7 | 4.3 | -3.3
O=C(CSc1nc2ccccc2c(=O)n1CC1CCCO1)Nc1ccccc1Cl (stereo not given) | 3.3 | -1.1 | -3.9 | 6.0 | 2.8 | 0.5 | 3.5 | -6.7 | -12.6 | -8.7
OC1(Cc2cc(-c3ccccc3)no2)CCN(CCCc2ccccc2)CC1 | -3.3 | -1.2 | 0.3 | -1.9 | -6.2 | -5.2 | -1.4 | -7.0 | -17.5 | -0.5
CC1CCN(S(=O)(=O)c2ccc(C(=O)OC(C)C(=O)NC3CCCCC3C)cc2)CC1 (stereo not given) | -1.9 | -3.9 | 2.5 | -1.4 | -1.1 | -0.1 | -2.5 | 1.1 | -10.5 | -0.9
COc1cc(/C=C/c2ccc3cccc(OC)c3n2)c(O)c([N+](=O)[O-])c1 | 2.0 | 7.0 | -8.9 | 8.6 | 4.8 | -0.1 | 1.8 | -2.3 | 0.3 | 3.4
Cc1cccc(C)c1NC(=O)CN(C)C(=O)CC1Sc2ccccc2NC1=O (stereo not given) | 3.6 | 3.4 | -1.6 | -1.9 | 2.0 | 1.0 | 1.0 | 2.8 | 2.4 | -1.6
COCCNC(=O)C(=O)Nc1cc2c3c(c1)C(C)C(=O)N3CCC2 (stereo not given) | 1.6 | 3.5 | -8.2 | -6.2 | -1.9 | 0.3 | -1.5 | 0.9 | -6.2 | -4.8
COc1ccc(/C=N/n2c(C)nc3ccccc3c2=O)cc1OC | 1.9 | 3.1 | -5.3 | 5.1 | -3.0 | 0.0 | 1.3 | 0.8 | 3.5 | -5.4
O=c1ccnc(Nc2ccc(Cl)cc2)[nH]1 | 0.9 | 0.1 | 0.9 | 0.7 | 2.8 | 0.3 | -12.2 | 7.8 | 0.1 | 3.7
COc1cc(O)oc1C=Nc1ccc(Oc2ccccc2)cc1 | 3.3 | 5.5 | 1.6 | 1.2 | 7.0 | -1.2 | 3.3 | -2.2 | -9.8 | 3.5

Some entries already given, limited to PRMT1 inh and HTRA1 inh.
SMILES | PRMT1 inh | HTRA1 inh
OC1(Cc2cc(-c3ccccc3)no2)CCN(CCCc2ccccc2)CC1 | -3.3 | -7.0
O=C(c1ccco1)N1CCN(C(=O)c2cnn(-c3ccc(F)cc3)c2-n2cccc2)CC1 | 0.5 | 0.3

Further structures.
SMILES | PRMT1 inh | NR1D1 modulator | LEDGF integ inh | mABHD4 FP | rCAG binder | PG9 Ab binder | SIAE primary | HTRA1 inh | TDP2 absorb | TCR-CD3 inh
O=C(Nc1sc2c(c1C(=O)O)CCCC2)C(=O)N1CCOCC1 | -2.1 | 4.1 | -0.9 | 6.4 | 9.8 | -2.4 | 0.0 | -4.8 | 4.2 | -1.8
CCC(C)NC(=O)COC(=O)c1cccnc1Nc1ccccc1F (stereo not given) | -2.5 | -0.2 | -0.9 | 1.3 | 4.2 | -1.1 | 2.3 | -3.3 | -6.2 | 10.3
O=C(CSc1nnc(-c2cccnc2)o1)Nc1ccc(Cl)cc1 | -1.0 | 2.5 | 3.6 | -4.2 | -2.2 | 1.0 | -0.5 | 4.0 | 10.4 | 2.6
COc1ccc(NC(=O)c2cccc(NC(=O)C(C)C)c2)c([N+](=O)[O-])c1 | -0.4 | 1.2 | -0.2 | 6.2 | -0.2 | 0.4 | 6.5 | 6.9 | 7.2 | -3.4
Cc1ccc(Nc2nc(Cl)nc3ncn(C)c23)c(C)c1 | -0.7 | 2.5 | 1.6 | -3.3 | 1.8 | 0.5 | -1.6 | -2.6 | 6.5 | 4.2
CCCCN1C(=O)C(=O)N(CC(=O)Nc2ccc(C(N)=O)cc2)C1=O | 9.3 | -6.0 | -0.1 | -1.4 | 2.1 | 1.3 | -8.9 | -0.7 | -4.1 | 5.2
O=C1CC(C(F)(F)F)=NN1 | -1.7 | 0.4 | -1.6 | 0.9 | -1.2 | -2.1 | 3.2 | . | -2.5 | 1.5
CCCCOc1ccc(C(=O)N/N=C/c2ccc(OCCN3CCCCC3)c(OC)c2)cc1 | -5.5 | -0.4 | 6.6 | -1.4 | -2.0 | -0.8 | -3.9 | -16.1 | -9.6 | -5.5
C=CCOC(=O)N1CCN(C(=O)c2ccc3c(c2)nc(C)n3C2CCCC2)CC1 | -7.2 | 5.5 | 3.1 | 1.7 | -0.4 | . | 2.6 | . | -1.2 | .
Cc1cccc(Nc2nc(N)c([N+](=O)[O-])c(NCCO)n2)c1 | 3.9 | -2.1 | -3.5 | 1.7 | 0.8 | -0.8 | -3.8 | -10.4 | -7.4 | -9.0
COc1ccc(N(CC(=O)NCCSc2ccccn2)S(=O)(=O)c2ccccc2)cc1Cl | 1.8 | 1.3 | 2.8 | -0.2 | -2.7 | 1.2 | 8.3 | -3.6 | 9.6 | 5.5
CC1(C)CNC(=O)CC(C)(C)N1 | -2.6 | 7.5 | -3.4 | 0.2 | 0.8 | -1.6 | -4.5 | 2.4 | -14.7 | 4.7
O=C(Cc1c(Cl)cccc1Cl)Nc1ccc(S(=O)(=O)Nc2ncccn2)cc1 | -3.9 | -7.1 | -0.8 | 4.4 | 5.1 | -4.2 | 4.7 | 5.8 | -10.4 | 4.0
CCc1ccc(NC(=O)C2CCCN2S(=O)(=O)c2ccc3c(c2)n(C)c(=O)c(=O)n3C)cc1 (stereo not given) | 4.7 | -4.0 | 0.3 | 1.0 | -1.6 | 1.4 | -1.5 | 1.4 | -5.8 | -5.5
Cc1cc(C)c(C(O)c2ncc(-c3ccccc3Cl)[nH]2)c(C)c1 (stereo not given) | 2.7 | -5.4 | -5.7 | 4.8 | 0.2 | -0.9 | 0.5 | . | -5.3 | -5.5
COc1ccc(/C(O)=C2/C(=O)C(=O)N(CC3CCCO3)C2c2ccc(OC)c(OC)c2)cc1 (stereo not given) | -0.3 | 6.8 | -0.5 | 3.9 | 1.1 | -0.4 | 1.5 | 0.9 | -7.7 | -1.1
O=C(NCCc1c[nH]c2ccccc12)c1ccc(Sc2ccccc2Cl)c([N+](=O)[O-])c1 | -3.1 | -1.7 | 1.5 | -27.6 | 13.0 | . | -11.0 | . | -7.1 | .
CC(=O)Nc1cccc(C(=O)NNC(=O)c2ccc(-n3cnnn3)cc2)c1 | -0.3 | 2.3 | 0.7 | 1.8 | 1.0 | -0.8 | 7.7 | 9.9 | 4.4 | -4.1
CCCN(CCC)C(=O)C1c2ccccc2Oc2ccccc21 | -0.3 | 2.4 | 0.1 | -10.5 | -7.0 | 1.0 | -3.4 | 38.1* | -14.8 | -5.9
Cn1cccc1/C=N/N1CCN(Cc2ccccc2)CC1 | -6.6 | -1.4 | -1.2 | 4.1 | -3.1 | -3.0 | 6.2 | 4.1 | 6.3 | -0.9
CC(C)(C)c1ccc(NC(=O)CSc2n[nH]c(=O)n2-c2cccnc2)cc1 | -2.0 | -1.9 | 1.2 | 8.3 | -2.2 | -1.8 | 2.0 | -1.7 | 2.1 | 0.4
COc1ccccc1CC(=O)NCCc1c[nH]c2ccccc12 | 0.0 | -2.4 | -0.4 | 2.0 | 0.7 | 0.8 | 10.0 | -3.2 | 9.6 | -0.9
COc1ccc(-c2ccc3oc(-c4ccsc4)c(-c4ccc(OC)cc4)c3c2)cc1 | 0.0 | 0.8 | 0.6 | -4.9 | 0.8 | 0.0 | 11.2 | -7.2 | 3.9 | 3.7
Cc1cccc(C2=NN(c3ccc(Br)cc3)[C@@H](C(=O)N3CCOC3=O)[C@@H]2c2ccc([N+](=O)[O-])cc2)c1 | 2.6 | -1.0 | -4.7 | 0.9 | 11.0 | 0.8 | -4.2 | -7.3 | -3.7 | -0.7
COC(=O)[C@]12C[C@H](CC(=O)NCCCCc3ccccc3)C(=O)N(CCc3ccc(OC)c(OC)c3)C1=C[C@H](C(C)(C)C)O[C@@H]2C | 3.2 | 5.7 | -3.3 | -6.0 | 4.0 | . | 5.6 | . | -4.4 | .
CC(C)c1ccc(COc2ccc(C(=O)N3CCOCC3)cc2)cc1 | -1.9 | -0.9 | 1.4 | -1.0 | -3.9 | -0.8 | -4.8 | -5.9 | -11.2 | 4.0
COc1ccc(C(=O)Nc2ncc(C)s2)cc1S(=O)(=O)N1CCOCC1 | -0.6 | 3.5 | -2.0 | 3.1 | 1.5 | -1.5 | 3.6 | -2.9 | 12.7 | -7.0
Cc1cccc(OCCn2c(S(=O)(=O)O)nc3ccccc32)c1 | 0.5 | -2.2 | -3.0 | -1.2 | 21.8 | -0.2 | -1.0 | -6.8 | -14.0 | 4.9
Cc1ccccc1-n1c(=O)cc(N2CCN(C(=O)c3ccco3)CC2)[nH]c1=O | -0.6 | -0.3 | 2.6 | 0.8 | 1.3 | -0.9 | 3.0 | 10.9 | 0.7 | 5.2
COCCn1c(SCC(=O)Nc2ccc(F)cc2)nc2c(oc3ccccc32)c1=O | -4.7 | 1.4 | 0.6 | 1.0 | 0.3 | -0.8 | 2.2 | -0.5 | -0.1 | 1.7

Only part of the results is shown (hit frequency here may not be typical).
